Screening results deposited in PubChem BioAssay by National Center for Advancing Translational Sciences (NCATS).
rTrxR1 inhibitor: blocks rat thioredoxin reductase 1; O89049; recombinant rTrxR1, NADPH fluorescence consumption, selenite substrate; Potency, µM (highest dose often 114 µM), for inactives: at the highest dose activity change, negative = inhibition, usual class: inhibitors; 1% of 390,000 active; also: potency is read from the fitted curve at half-maximal effect; % is scaled to controls: 0 for no effect and ±100 for the full control effect; nearly all actives have a fitted effect of over 65% in size
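Rat TrxR1 (90 nM in the dispensed reagent) was pre-reduced with 400 uM NADPH for 5 min at room temperature, then incubated with compound for 15 min. After 400 uM selenite was added, NADPH fluorescence (Ex 340/Em 450 nm) was followed for 8 min.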
USP1 inh: inhibitors of human USP1/UAF1 deubiquitinase | O94782 | recombinant USP1/UAF1, Ub-Rhodamine cleavage fluorescence | Potency, µM (top dose mostly 57.1 µM), inactives show top-dose activity change, negative = inhibition, actives largely listed as inhibitors | 0.23% of 390,000 active | AID 743255; also: potency is read from the fitted curve at half-maximal effect; % is scaled to controls: 0 for no effect and ±100 for the full control effect; nearly all actives have a fitted effect of over 60% in size; inactives centre near -12
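High-throughput fluorogenic screen: 1nM USP1/UAF1 complex, Ub-Rho substrate 150nM final, 50mM HEPES pH 7.8 with 0.5mM EDTA, 0.1 mg/ml BSA, 1mM TCEP and 0.01% Tween-20.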
LDHA block: inhibitors of human lactate dehydrogenase A | P00338 | purified LDHA, NADH/diaphorase-resazurin fluorescence; stronger effect = lower value | activity change, % (values are at about 110 or 230 µM) | 0.15% of 480,000 active; in the data active = activity change below about -30%; inconclusive = mostly about -25% to -30%;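 also: plate controls were DMSO wells for no effect and wells without enzyme for full effect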
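Human LDH5 at 2 nM final in Tris HCl pH 7.4 with 0.06 mM NADH and 0.2 mM pyruvate, reacted 5 minutes at room temperature. Remaining NADH coupled via diaphorase/resazurin; resorufin fluorescence read at 0 and 20 minutes, normalized to enzyme-free and DMSO wells.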
Vif-A3G inh: Vif-A3G binding inhibition | HeLa A3G-eYFP + Vif (tagged APOBEC3G with the HIV-1 protein that degrades it), YFP fluorescence, overnight | Q9HC16 | 0.076% of 410,000 active | Potency, µM (series often up to 46.1 µM), inactives show at the highest dose activity, negative = active, usual class: inhibitors;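 also: potency is read from the fitted curve at half-maximal effect; % is scaled to controls: 0 for no effect and ±100 for the full control effect; nearly all actives have a fitted effect of over 60% in size; hits raise eYFP signal because A3G escapes Vif-driven loss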
Target sequence (Q9HC16 whole entry, looked up): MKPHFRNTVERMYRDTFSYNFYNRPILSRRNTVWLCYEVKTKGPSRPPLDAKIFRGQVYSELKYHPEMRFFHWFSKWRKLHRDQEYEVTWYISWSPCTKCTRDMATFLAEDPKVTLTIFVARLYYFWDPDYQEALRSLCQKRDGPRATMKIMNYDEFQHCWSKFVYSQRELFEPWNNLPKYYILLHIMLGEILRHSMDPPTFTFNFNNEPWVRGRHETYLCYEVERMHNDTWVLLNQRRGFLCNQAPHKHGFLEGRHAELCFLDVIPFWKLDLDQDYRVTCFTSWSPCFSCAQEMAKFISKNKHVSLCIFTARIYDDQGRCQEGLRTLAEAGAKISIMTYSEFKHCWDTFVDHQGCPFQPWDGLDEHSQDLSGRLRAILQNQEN
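HeLa cells stably expressing Vif and C-terminally eYFP-tagged A3G, seeded overnight at 37 deg C, then exposed to compound by pintool overnight at 37 deg C. Rise in yellow fluorescence (Ex 488/Em 500-530, Acumen) marks blocked Vif-driven A3G degradation.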
GRP78 ERSR act: ER stress response induction in glioma; Potency, µM, for the others: at the highest dose activation, usual class: activators; AID 602332; U87-MG GRP78 promoter luciferase reporter, 16 h; 0.02% of 420,000 active; also: potency is read from the fitted curve at half-maximal effect; series mostly up to about 76 µM; % of control where 0% means no effect; nearly all actives have a fitted effect of over 35% in size
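Stably transfected U87-MG glioma cells carrying a GRP78-based luciferase sensor; 16 h compound incubation. Luminescence end-point read 10 min after Bright-Glo addition at room temperature.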
TrxR1 substrate: rat thioredoxin reductase 1 substrate activity | O89049 | purified TrxR1 substrate turnover, NADPH consumption readout | Potency, µM (doses to about 114 µM), for inactives: at the top dose activity change, negative = substrate turnover | 0.01% of 390,000 active | AID 588456; also: potency is read from the fitted curve at half-maximal effect; % is scaled to controls: 0 for no effect and ±100 for the full control effect; nearly all actives have a fitted effect of over 50% in size
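Rat TrxR1, dispensed at 90 nM, was prereduced with 400 uM NADPH (final) for 5 min at ~22 deg C, then incubated with compound 15 min before 400 uM selenite. A first-read NADPH fluorescence drop versus no-compound background flagged substrates.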
RGS4 inhibitor: blocks human RGS4-accelerated GTP hydrolysis | P49798 | Transcreener GDP fluorescence polarization, RGS4-accelerated GTP hydrolysis | Potency, µM (top dose mostly 114 µM), inactives show top-dose activity change, negative = inhibition, usual class: inhibitors | 0.039% of 390,000 active | AID 504845; also: potency is read from the fitted curve at half-maximal effect; % is scaled to controls: 0 for no effect and ±100 for the full control effect; nearly all actives have a fitted effect of over 75% in size; some results filed as inactive show a strong effect at the top dose
Target sequence (P49798 whole entry, looked up): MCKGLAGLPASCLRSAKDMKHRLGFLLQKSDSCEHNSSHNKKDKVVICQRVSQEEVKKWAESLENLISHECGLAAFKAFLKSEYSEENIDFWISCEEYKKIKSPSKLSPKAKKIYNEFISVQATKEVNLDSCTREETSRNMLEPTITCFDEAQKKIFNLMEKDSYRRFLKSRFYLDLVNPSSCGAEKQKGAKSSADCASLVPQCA
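MLSMR compounds (23 nl, pin-transferred) preincubated 10 min at room temperature with a 500nM (2x) first reagent, then RGS4 at 900nM (2x) plus Transcreener GDP mix added; fluorescence polarization (620/688 nm) read before and after 90 min at 30 °C.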
Vif-APOBEC3F blk: inhibitors of Vif-A3F interaction | 0.2% of 390,000 active | HeLa A3F-eYFP + Vif (tagged APOBEC3F with the HIV-1 protein that degrades it), YFP fluorescence increase | AID 602313 | Potency, µM (series often up to 46.1 µM), for the others: top-dose activity, negative = active; also: potency is read from the fitted curve at half-maximal effect; % of control where 0% means no effect; nearly all actives have a fitted effect of over 65% in size
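HeLa cells stably expressing Vif plus C-terminally eYFP-tagged A3F were seeded, incubated overnight at 37 deg C, dosed with compound, incubated overnight again at 37 deg C. Yellow fluorescence (Ex 488/Em 500-530) reported blocked Vif-mediated A3F-eYFP degradation.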
IDH1 R132H inh: inhibitors of human mutant IDH1 R132H | IDH1-R132H enzyme, NADPH consumption, diaphorase/resazurin fluorescence | 0.093% of 390,000 active | Potency, µM (titrated, usually from 76.6 µM), for the others: at the top dose activity change, negative = inhibition, most hits filed as inhibitors; also: potency is read from the fitted curve at half-maximal effect; % is scaled to controls: 0 for no effect and ±100 for the full control effect; nearly all actives have a fitted effect of over 65% in size
Target sequence (O75874 whole entry R132H, stated change not applied): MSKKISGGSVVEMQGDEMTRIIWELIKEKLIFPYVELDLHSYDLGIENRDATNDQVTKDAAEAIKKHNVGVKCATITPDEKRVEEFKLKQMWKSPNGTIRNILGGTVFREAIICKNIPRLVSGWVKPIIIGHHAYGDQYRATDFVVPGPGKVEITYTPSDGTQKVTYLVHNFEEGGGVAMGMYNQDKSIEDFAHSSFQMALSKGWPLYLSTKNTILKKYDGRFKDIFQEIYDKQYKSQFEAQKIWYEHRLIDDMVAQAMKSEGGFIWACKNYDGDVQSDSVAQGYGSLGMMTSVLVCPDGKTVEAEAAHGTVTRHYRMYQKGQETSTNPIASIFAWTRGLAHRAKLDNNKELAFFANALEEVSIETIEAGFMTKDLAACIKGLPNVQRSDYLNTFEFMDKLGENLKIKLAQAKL
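IDH1-R132H (0.5 ug/mL dispensed) in pH 7.5 Tris buffer was preincubated 30 min with compound, then given a substrate mix of 0.016 mM NADPH and 2 mM alpha-KG for 80 min at room temperature; remaining NADPH was read by diaphorase/resazurin fluorescence.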
Starred values were filed as active, the others as inactive; u = inconclusive; x = not tested or not shown; & = joins results of further samples; [ ] = remark or other dose. Unless noted, calls follow the shape of the dose curve; as a rule, active = well fitted curve in the direction sought with a large enough effect; inconclusive = small, poorly fitted or top-dose-only effect, or another doubt; inactive = no such curve, though single readings can be large; an effect the other way counts as inactive or inconclusive. Some of the compounds tested (hit frequency here may not be typical).

Each structure is followed by: rTrxR1 inhibitor, USP1 inh, LDHA block, Vif-A3G inh, GRP78 ERSR act, TrxR1 substrate, RGS4 inhibitor, Vif-APOBEC3F blk, IDH1 R132H inh
CCCC(=O)NC(c1ccco1)c1cc([N+](=O)[O-])c2cccnc2c1O (stereo not given)
→ -54%, -2%, -3, -1%, -4%, -12%[57.1 µM], -7%, -29%, 1%
N#Cc1ccsc1NC(=O)COC(=O)c1ccc(NC(N)=O)cc1
→ 15%, -17%, -9, -2%, -1%, -2%, -5%, -4%, 4%
CCOC(=O)CC(c1ccc(N)cc1)n1c(C)ccc1C (stereo not given)
→ 6%, -13%, -11, 1%, -4%, -6%, 18%, 15%, -9%
CCN(CC)c1ccc(C(=O)OCC(=O)Nc2cc3oc4ccccc4c3cc2OC)cc1
→ 34%[57.1 µM], -5%, 0, -1%, -1%, 3%[57.1 µM], -20%, 1%, 10%
CN(Cc1nc(C(c2ccccc2)c2ccccc2)no1)CC1COCCO1 (stereo not given)
→ 33%[57.1 µM], -11%, -1, -6%, -2%, -10%[57.1 µM], -8%, -3%, 5%
COc1cc(/C=N/N2C(=O)C3C4C=CC(CC4)C3C2=O)ccc1O (stereo not given)
→ 8%[57.1 µM], -24%, -3, 2%, 5%, -4%[57.1 µM], -27%, 2%, 0%
C(=N\Nc1nc(-c2ccccc2)cs1)/c1cccnc1
→ -16%, -10%, 1, -1%, 8%, -1%[57.1 µM], -53%, 6%, 4%
Cc1cc(C)nc(NS(=O)(=O)c2ccc(NCN3C(=O)c4ccccc4C3=O)cc2)n1
→ x, -9%, 3, 1%, 2%, x, x, -2%, 8%
Cc1cnc(CN(C)C(=O)CC2C(=O)NCCN2Cc2cccc(F)c2F)[nH]1 (stereo not given)
→ -12%, -21%, -4, 1%, -3%, -8%, 20%, -16%, 5%
Cc1cc(NC(=O)CCCOc2ccc(Cl)cc2Cl)no1
→ 26%, -14%, -3, -3%, -1%, 6%, -14%, -4%, 1%
O=C(N=C1SC2CS(=O)(=O)CC2N1Cc1ccccc1)C1CCCCC1 (stereo not given)
→ 2%, -21%, -2, 2%, -1%, -8%, 2%, -13%, 3%
COc1ccc(-c2cccc(NS(=O)(=O)c3ccccc3[N+](=O)[O-])c2)nn1
→ 8%, -21%, -2, 0%, 1%, 2%, -8%, 4%, -10%
Cc1ccc(C)c(NC(=O)CCC(=O)N/N=C2/CC(=O)CC(C)(C)C2)c1
→ -23%, -17%, -10, 2%, -2%, 5%, 3%, 2%, 10%
O=C1CS/C(=N/N=C/c2ccc(OS(=O)(=O)c3ccccc3)cc2)N1
→ 19%[57.1 µM], -20%, -4, -3%, 1%, 2%[57.1 µM], -14%, 4%, -2%
COc1cc(/C=N/NC(=O)c2ccncc2)ccc1OCCN1CCCCC1
→ -6%, 1%, 1, 1%, -3%, -17%, -6%, -1%, -2%
O=C1CCCc2ccccc2N1Cc1c(Cl)cccc1Cl
→ 6%[57.1 µM], -6%, -3, 0%, -6%, -4%, 18%, -6%, 0%
CN(C(=O)CSc1nc2ccc(NC(=O)c3ccco3)cc2s1)c1ccccc1
→ 8%, -14%, 3, -3%, -4%, 6%, -16%, 0%, -5%
Cc1cc(C(=O)N2CCCC(N3CCN(c4cccc(C(F)(F)F)c4)CC3)C2)nn1C (stereo not given)
→ -2%, -14%, -1, 4%, 4%, -10%, 10%, -10%, -9%
N#Cc1cc(S(=O)(=O)c2ccccc2)c(N)[nH]c1=O
→ 6%, -19%, -3, -2%, -2%, -1%, -2%, 0%, 3%
CCOC(=O)c1c(C)oc2c1c1c(c3ccccc32)OCN(Cc2cccnc2)C1
→ 1.4µM*, -24%, 36, -14%, 3%, 2%, -46%, -8%, 7%
CCCCNC(=O)c1ccc(CNc2c(N3CCC(C(=O)OCC)CC3)c(=O)c2=O)cc1
→ -1%[11.4 µM], -16%&-13%, -1&-13, 0%&1%, -2%&0%, -4%[11.4 µM], -27%&31%, 11%&-7%, 3%&-1%
CC1(C)CC(N2CCCCC2)=CC(=[N+]2CCCCC2)C1
→ 4%[57.1 µM], -19%, -16, 2%, -5%, -25%, 5%, -12%, -1%
Cn1nc(C(=O)Nc2ccccc2N2CCCC2)c2ccccc2c1=O
→ -8%, -11%, 2, 0%, -3%, -7%, 3%, -9%, -6%
O=C(Cc1ccccc1)OCC(=O)c1cccc([N+](=O)[O-])c1
→ 7%, -26%, -3, 0%, -2%, 1%, 2%, -7%, 1%
COc1cc(OC)cc(C(=O)NCCc2csc(-c3ccc(C(F)(F)F)cc3)n2)c1
→ 9%[57.1 µM], -24%, 8, -1%, -2%, -2%[57.1 µM], -8%, 3%, 7%
C[C@H](CO)N1C[C@H](C)[C@@H](CN(C)Cc2ccncc2)OCc2cnnn2CCCC1=O
→ x, -12%, -2, -2%, -4%, x, x, 5%, 2%
Cc1c(NC(=O)NC(C)N2C(=O)C3C4C=CC(C4)C3C2=O)c(=O)n(-c2ccccc2)n1C (stereo not given)
→ 4%[57.1 µM], 0%, -3, -4%, -2%, 12%[57.1 µM], -19%, -2%, -3%
COc1ccccc1CN1CCN(Cc2ccc3ccccc3c2)CC1
→ 13%, -15%, -19, 6%, -3%, -3%, -2%, -2%, 8%
Cc1cc(NC(=O)CSc2nnc(COc3cccc(C)c3C)n2Cc2ccco2)no1
→ 10%, 0%, 1, -2%, -2%, 3%, -21%, 0%, -6%
Cc1cccc2c1N(CCCOc1ccccc1)C(=O)C2=O
→ 9%, -11%, 2, 0%, 3%, -1%, -45%, -14%, 8%
O=C(Nc1ccc(C(=O)N2CCN(c3cccc(Cl)c3)CC2)cc1)c1nsc2ccccc12
→ 19%[57.1 µM], -11%, -2, -1%, -7%, 5%[57.1 µM], -5%, 3%, -8%
CCN(CC)CCCn1c(C)cc2c(c1=O)C(c1ccccc1)C(C#N)=C(N)O2 (stereo not given)
→ 20%[0.457 µM], -3%, -1&-20, 3%, -2%, 14%[57.1 µM], -1%, -2%, 0%
COc1cccc(C2CC3(CC(C)(C)NC(=S)N3)Oc3cc(O)ccc32)c1 (stereo not given)
→ 1%, 0%, 1, -1%, -3%, 0%, -38%, 3%, 1%
COc1ccc(C2=Nn3c(nnc3-c3ccco3)SC2)cc1
→ u, -12%, 0, u, -1%, -5%, -21%, -3%, 8%
Cc1occc1C(=O)Nc1cccc([N+](=O)[O-])c1C
→ 10%, -8%, -1, 0%, 2%, -3%, 18%, -6%, 0%
CCOC(=O)Nc1ccc(S(=O)(=O)Nn2cnnc2)cc1
→ 6%, -10%, -5, -2%, -1%, 8%, -14%, -4%, -1%
CCOC(=O)c1noc2ncnc(N3CCN(c4cccc(Cl)c4)CC3)c12
→ 9%[57.1 µM], -23%, -2, 0%, -2%, -2%[57.1 µM], -26%, 10%, 0%
O=C(COc1ccccc1)Nc1nc2cc3c(cc2s1)OCCO3
→ 33%, -15%, -4, -1%, 1%, 7%, -8%, -2%, 2%
O=C(CCn1cnnn1)Nc1ccc(Cl)c(Cl)c1
→ 17%[57.1 µM], -10%, -9, -21%, -7%, 6%[57.1 µM], 0%, 2%, 6%
CNC(=O)c1ccc(NC(=O)CC2SC(N3CCCC3)=NC2=O)cc1 (stereo not given)
→ 19%, -19%, -3, 0%, -2%, 8%, 3%, 2%, -3%
Oc1c(C=C2N=c3ccccc3=N2)sc(=S)n1-c1ccc2ccccc2c1
→ 2%, -14%, -2, 2%, 4%, -8%, 6%[56.9 µM], 0%, -9%
CCn1c2ccccc2c2cc(NS(=O)(=O)c3ccc(C)cc3)ccc21
→ 0%, -15%, 1, -26%, -4%, -1%, -19%, -7%, 3%
CCCc1c(C(=O)N/N=C/c2ccc(OCc3ccccc3)cc2)nnn1-c1nonc1N
→ x, -27%, -5, 2%, 0%, x, x, 1%, -8%
COc1ccc(-n2c(Cc3cccn3C)nnc2SCC(=O)NCc2ccco2)cc1
→ u, 0%, 0, -4%, -4%, -2%[57.1 µM], -53%, -16%, -7%
CCOC(=O)c1cnc(SCC(=O)Nc2cc(C(F)(F)F)ccc2N2CCOCC2)nc1N
→ 14%[57.1 µM], -2%, -4, 0%, 3%, 10%[57.1 µM], -23%, 5%, 7%
CC(C)c1ccc(N(CC(=O)O)S(=O)(=O)c2ccc3[nH]c(=O)c(=O)[nH]c3c2)cc1
→ 12%[57.1 µM], -12%, 7, 7%, -4%, 3%[57.1 µM], 6%, -2%, 13%
CCN(CC)c1ccc(C(=O)c2ccccc2C(=O)O)c(O)c1
→ -27%, -21%, 17, 1%, 2%, -20%, 5%, -2%, 9%
O=S(=O)(c1ccc2ccccc2c1)N1CCN(S(=O)(=O)N2CCOCC2)CC1
→ u, -19%, -4, 0%, -3%, 10%[57.1 µM], -2%, -1%, 1%
CCc1ccc(NC(=O)Cn2cccc2)cc1
→ 19%, -20%, -5, -7%, 4%, 5%, -1%[11.4 µM], 2%, 1%
CN1CCN(NC(=O)CSc2ccc(Cl)cc2Cl)CC1
→ 12%, -19%, -3, -8%, -5%, 2%, -11%, -2%, 15%
